Screening data (PubChem)
CFTR F508del cor – F508del CFTR correction, initial screen, CFBE line, single point | CFBE cells, YFP halide quenching; stimulated with forskolin plus potentiator P3; % fluorescence drop versus neutral controls | activity (quench increase), % at 7.58 µM | actives 0.36% (n = 350,000) | AID 720511, 2013;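 active means mean added fluorescence quench of at least 8% versus neutral control, with both replicates also reaching 8%; inconclusive means only one of the mean or replicate conditions met; inactive means mean below 8% and not both replicates reaching 8%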;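 further: cells transiently co-express mutant CFTR-F508del with the halide-sensitive YFP; corrector assay measuring rescue of mutant channel to the surface after 24 h compound exposure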
Casp6 inh – human caspase-6 inhibitors, primary screen, biochemical, VEID-R110 fluorescence, single point, set 2; purified caspase-6, Z-VEID-R110 cleavage fluorescence; inhibition, % at 12.5 µM; actives 0.53% (n = 350,000); AID 686996, 2013;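 active means mean inhibition across replicates at least about 35%, with every replicate also reaching that limit, limit read from the data; inconclusive means only one of the two criteria met; inactive means neither criterion met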;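 further: 0% = median of neutral control wells and 100% = no fluorescence left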
Target sequence (P55212 24-179 limits assumed): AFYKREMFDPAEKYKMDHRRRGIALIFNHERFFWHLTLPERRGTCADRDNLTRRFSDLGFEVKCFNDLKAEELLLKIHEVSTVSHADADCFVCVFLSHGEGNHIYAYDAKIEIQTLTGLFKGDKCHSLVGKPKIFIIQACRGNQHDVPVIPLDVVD
Target sequence (P55212 194-293 limits assumed): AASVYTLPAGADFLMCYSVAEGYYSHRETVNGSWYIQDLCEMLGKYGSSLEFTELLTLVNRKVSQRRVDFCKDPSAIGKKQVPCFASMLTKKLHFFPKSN
E-selectin induc – E-selectin induction in HUVECs, primary screen, imaging, HUVEC, immunofluorescence imaging, single point | normalized: neutral wells 0, TNF-alpha wells 100 | activation, % at 7.58 µM | actives 0.37% (n = 260,000);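 active means mean E-selectin-positive cell signal at least 10% of the positive control, reached in at least 60% of replicates, without over 20% cell loss; inconclusive means no rule given, readout overlaps actives, possibly toxicity-flagged; inactive means the rest, including those meeting only one limit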;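 further: in these data hits start at about 27%; measured in HUVEC primary endothelial cells; signal is the percent of cells scored E-selectin positive by PE staining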
Target sequence (P16581 whole entry, looked up): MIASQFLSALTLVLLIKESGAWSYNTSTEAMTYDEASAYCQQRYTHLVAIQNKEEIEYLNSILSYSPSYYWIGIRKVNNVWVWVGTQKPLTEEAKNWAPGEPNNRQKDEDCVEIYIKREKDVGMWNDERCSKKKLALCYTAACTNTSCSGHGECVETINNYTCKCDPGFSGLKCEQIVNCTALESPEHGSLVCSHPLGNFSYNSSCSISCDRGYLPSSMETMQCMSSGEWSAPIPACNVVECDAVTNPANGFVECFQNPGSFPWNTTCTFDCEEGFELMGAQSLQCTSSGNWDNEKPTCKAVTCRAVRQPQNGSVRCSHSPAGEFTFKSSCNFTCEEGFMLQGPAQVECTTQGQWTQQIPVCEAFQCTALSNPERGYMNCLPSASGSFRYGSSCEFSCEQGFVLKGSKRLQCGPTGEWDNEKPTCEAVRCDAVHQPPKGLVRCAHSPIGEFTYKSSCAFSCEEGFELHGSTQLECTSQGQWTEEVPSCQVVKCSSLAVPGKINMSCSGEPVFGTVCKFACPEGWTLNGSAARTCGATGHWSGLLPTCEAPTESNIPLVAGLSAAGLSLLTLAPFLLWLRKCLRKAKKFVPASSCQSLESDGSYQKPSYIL
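Material: HUVEC primary endothelial cells; Amount: 3,000 cells per well; Dosing: single concentration; Medium: EGM-2 growth medium on 0.1% gelatin-coated wells; Read-out basis: percent E-selectin-positive cells; Signal: immunofluorescence imaging; Control set: TNF-alpha, DMSO.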
Xi reactivation – activators of inactive X chromosome reactivation, primary screen, imaging, XiGFP fibroblasts, GFP high-content imaging, set 2; XiGFP mouse fibroblasts, % GFP-positive cells imaging, 3 d; cells co-treated with 5-aza-dC sensitizer; scaled so ellipticine positive control = 100%; activation, % at 7.58 µM; actives 0.055% (n = 360,000); AID 743238, 2013;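 active means mean normalized replicate activation at least 10% and every replicate at or above 10%; inconclusive means only one of the two criteria met; inactive means mean below 10% and not all replicates reach 10%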;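 further: 0% = median of on-plate neutral control wells and 100% = ellipticine 6 µM median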
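material = 68-5-11 XiGFP fibroblast line | medium = DMEM plus 5-aza-dC sensitizer | schedule = 3 days compound exposure | benchmarks = positive control ellipticine, 6 µM final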
RAD52 anneal inh – RAD52 DNA annealing inhibitors, primary screen, biochemical, FRET, single point, set 2. DNA repair protein RAD52 homolog (Homo sapiens), P43351. recombinant RAD52 DNA annealing, FRET fluorescence. inhibition, % at 18.7 µM. actives 0.46% (n = 360,000). AID 651710, 2012;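 active means every replicate showing at least 50% inhibition; inconclusive means mean inhibition at least 50% but not in every replicate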
INS-1E GSIS act – GLuc luminescence reporter in INS-1E cells, primary screen for activators of glucose-dependent secretion of insulin | actives 0.61% (n = 370,000) | INS-1E GLuc reporter insulin secretion, 2-3 h | AID 743287, 2014 | activation, % at 16.6 µM;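 active means lowest replicate activation of at least 40%, so every replicate reaches that level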;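 further: 0% = median of neutral control wells and 100% = median of IBMX positive control wells; some compounds called inactive have numbers as strong as hits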
RAD54 branch – inhibitors of human RAD54 branch migration, primary screen, biochemical, fluorescence, single point; DNA repair and recombination protein RAD54-like (Homo sapiens), Q92698; RAD54 Holliday junction branch migration, FAM/BHQ fluorescence; inhibition, % at 10.4 µM; actives 0.14% (n = 360,000); AID 602329, 2012;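 active means mean normalized replicate activity at least 40 and at least half of replicates scoring 40 or more; inconclusive means only one of the two criteria met; inactive means mean below 40 and under half of replicates reaching 40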;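 further: 0% = median of neutral control wells and 100% = median of positive control wells; inhibitors cause a drop in the FAM fluorescence signal; in these data hits start at about 50%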
DENV2 CPE – inhibitors of DENV2 cytopathic effect, primary screen, cell-based, plate reader, single concentration. DENV2-infected cells, cytopathic effect rescue. CPE inhibition, % at 9.99 µM. actives 1.7% (n = 350,000); in the data active means CPE inhibition above about 20%, passing the limit was not always enough; inconclusive means no clear call, values can overlap the other calls; tested in BHK-21 cells;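 further: 0% = median of neutral control wells and 100% = median of positive control wells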
Numbers without * were called inactive; ? = inconclusive; nt = not tested or not shown. Random draw from the library; 3.7% or so of the library scored in one or more.

SMILES	CFTR F508del cor	Casp6 inh	E-selectin induc	Xi reactivation	RAD52 anneal inh	INS-1E GSIS act	RAD54 branch	DENV2 CPE
O=C(/C=C/c1ccc(Cl)cc1)NC1CCS(=O)(=O)C1 (centres undefined)	2.7	-0.7	nt	0.3	-8.6	-7.5	nt	nt
CC1CC1C(=O)N(C)CC(=O)Nc1ccccc1Br (centres undefined)	0.8	-1.1	0.0	0.0	-15.4	-5.3	-19.7	0.4
Cc1ccc(C(=O)CNc2ccc(Cl)cc2)cc1	12.5*	-0.3	13.7	-0.1	-13.4	4.4	2.3	2.7
COc1ccc(NC(=O)c2cc(-c3cc(C)cc(F)c3)n[nH]2)cc1OC	-0.7	18.6	0.6	0.3	-13.8	nt	2.3	3.4
CC(Sc1nnc(-c2ccco2)n1C)C(=O)N1C(C)CCCC1C (centres undefined)	0.5	2.9	-0.9	0.0	4.4	-10.9	2.1	7.4
O=C(NCc1ccccc1)c1ccc(Cl)cc1	-1.6	0.1	0.1	0.0	-2.5	8.8	nt	-5.4
COc1cccc(NC(=S)N(CCCN2CCCC(C)C2)Cc2cccs2)c1 (centres undefined)	0.3	-1.2	-1.9	0.4	-2.8	8.7	nt	-2.3
CSc1ccc(/C=N/NC(=O)CN2CCN(Cc3ccccc3)CC2)cc1	nt	-4.1	nt	-0.1	-7.6	-5.1	nt	8.2
O=C(NC1CCCC1)C(c1ccco1)N(C(=O)c1csnn1)c1ccccc1 (centres undefined)	-0.4	2.8	nt	0.0	-0.5	-0.5	-4.7	15.5
COc1cccc(N=C(N)N=C(N)N)c1	-0.6	-7.0	0.1	0.0	-6.8	-7.1	-12.1	-1.4
O=C(CN1CCOCC1)Nc1ncc(Cc2cccc(Cl)c2Cl)s1	1.1	1.8	0.4	0.0	-23.9	-2.9	nt	4.0
c1ccc(-c2noc(CCC3CCCC3)n2)cc1	-2.3	-0.8	6.3	0.0	-16.2	21.7	5.5	-4.6
CC(C)NC(=O)Nc1ccc2c(c1)C(=O)N([C@H](C)CO)C[C@H](C)[C@@H](CN(C)C(=O)Nc1ccc(F)cc1)O2	1.8	1.1	-0.1	-0.1	-11.9	19.1	-0.7	7.2
O=C(O)C1=C[C@@H](c2ccc(C(F)(F)F)cc2)C[C@@H](OCCCCO)O1	-1.5	8.4	0.2	0.0	-8.0	-16.6	-0.7	6.2
CCCC(=O)Nc1ccc2c(c1)C(=O)N(C)C[C@@H](OC)[C@@H](C)CN(C)[C@H](C)CO2	1.2	-12.5	-0.1	-0.2	-6.4	1.7	4.4	-14.4
Cc1nnc(NC(=O)CSCc2c(C)noc2C)s1	-0.7	2.5	0.3	-0.1	-0.4	35.3	-7.1	?
CS(=O)(=O)N1CC2(C1)[C@@H](c1ccccc1)[C@@H](CO)N2CCC(F)(F)F	0.8	0.1	-0.1	0.0	0.4	9.9	nt	20.5*
O=C(NC1CCCCC1)N[C@H]1C=C[C@H](CC(=O)N2CCOCC2)O[C@H]1CO	-5.3	6.9	-0.2	-0.3	-7.5	-7.2	6.8	15.3
COc1ccc(CNC(=O)CN(Cc2ccc(F)cc2)C(=O)c2csnn2)cc1	-1.5	0.4	0.0	0.0	8.6	-8.1	4.0	8.6
COc1cccc(NC(=O)c2ccc(CN3CCc4ccccc4C3)cc2)c1	1.4	-2.2	nt	0.2	-17.7	-9.5	0.3	17.4

Brought forward from above: two compounds; new compounds follow.
SMILES	CFTR F508del cor	Casp6 inh	E-selectin induc	Xi reactivation	RAD52 anneal inh	INS-1E GSIS act	RAD54 branch	DENV2 CPE
COc1ccc(CNC(=O)CN(Cc2ccc(F)cc2)C(=O)c2csnn2)cc1	-1.5	0.4	0.0	0.0	8.6	-8.1	4.0	8.6
COc1cccc(NC(=O)c2ccc(CN3CCc4ccccc4C3)cc2)c1	1.4	-2.2	nt	0.2	-17.7	-9.5	0.3	17.4
O=CN1CCN(S(=O)(=O)c2ccc(S(=O)(=O)NC3CCCCC3)cc2)CC1	2.2	-1.3	nt	0.1	3.1	19.0	9.2	-7.7
COCCOC(=O)N1C(=O)[C@@]2(c3cc(C#CC4=CCCCC4)ccc31)[C@H](c1ccc(OCCO)cc1)N1[C@H](c3ccccc3)[C@H](c3ccccc3)OC(=O)[C@H]1[C@@H]2C(=O)N1CCc2cc(OC)c(OC)cc2C1	-3.7	0.3	nt	nt	-16.2	nt	-8.5	1.7
CN(C)CCCNC(=O)C[C@@H]1CC[C@@H](NS(=O)(=O)c2ccccc2)[C@@H](CO)O1	0.7	-15.7	-0.3	0.3	-4.3	3.2	4.8	5.2
C[C@@H]1CCCCO[C@H](CN(C)C(=O)NC2CCCCC2)[C@H](C)CN([C@@H](C)CO)C(=O)c2cc(NC(=O)c3ccncc3)ccc2O1	0.5	2.7	-0.1	-0.1	-11.0	-23.2	0.5	-6.4
C=CC[C@H](O)c1ccc(O)c(F)c1	0.3	-0.2	nt	nt	-0.9	nt	-1.9	1.8
C[C@H]1CN([C@@H](C)CO)C(=O)c2cc(NC(=O)NC3CCCCC3)ccc2O[C@@H]1CN(C)Cc1ccc2c(c1)OCO2	0.5	-3.3	-1.6	0.0	11.1	-10.5	1.4	2.1
O=C(NN1C(=O)/C(=C\c2cccnc2)SC1=S)C(c1ccccc1)c1ccccc1	nt	1.5	-1.4	-0.5	-16.1	9.8	1.6	13.8
Cc1cc(C(=O)NNc2ccccc2F)no1	0.9	1.9	1.1	0.0	-7.9	22.9	-2.0	-2.8
CC=Cc1ccc2n(c1=O)C[C@@H]1[C@@H](CO)[C@H](C(=O)NCCC)N(CC3CC3)[C@H]21 (mixture of isomers)	-1.3	0.0	0.3	0.3	1.3	5.4	3.1	6.7
CCN1C(=O)/C(=C/C=C2/Sc3ccc4ccccc4c3N2CCO)SC1=S	nt	3.4	33.9*	0.1	-13.5	-20.3	3.7	-0.8
C[C@@H]1CN([C@H](C)CO)S(=O)(=O)c2ccc(C#C[C@@H](C)O)cc2O[C@@H]1CN(C)C(=O)CC1CC1	3.2	0.6	-0.3	0.0	5.7	9.4	-2.8	-4.4
O=C1C(=Cc2ccccc2[N+](=O)[O-])Cc2ccccc21	-4.2	4.1	-0.1	-0.1	-3.9	-27.8	0.2	8.8
CN(C)C(=O)c1cccc(-c2ccc([C@@H]3[C@@H](CO)N4C(=O)CN(C(=O)C5CC5)C[C@H]34)cc2)c1	2.8	1.0	0.0	0.0	0.0	-5.7	nt	14.6
O=C(COC(=O)C1CCN(S(=O)(=O)c2ccccc2)CC1)NCCc1ccccc1	-0.7	1.8	nt	0.0	2.4	19.4	-0.2	-4.2
CSc1ccccc1C(=O)NC1CCCN(c2ccc(C(F)(F)F)cn2)C1 (centres undefined)	0.0	3.1	0.5	0.1	-14.7	-36.9	-7.4	12.9
COC(=O)[C@@]12CCCCN1[C@H](c1ccc(-c3ccc(Cl)c(Cl)c3)c(OC)c1)[C@@H]1C(=O)N(C)C(=O)[C@@H]12	-2.7	nt	-0.2	0.1	nt	-12.9	-6.3	nt
C[C@H]1CN([C@@H](C)CO)C(=O)Cc2cc(NC(=O)CCCCCC(=O)Nc3ccccc3N)ccc2O[C@@H]1CN(C)C(=O)Nc1ccc(C(F)(F)F)cc1	-1.7	nt	nt	-0.8	nt	-2.9	-3.4	-1.8
COc1ccccc1CN(C)C(=O)c1cccc(S(=O)(=O)N2CCN(Cc3ccccc3)CC2)c1	-0.8	4.7	-0.1	0.3	-14.0	-40.8	-8.6	?
C[C@@H]1CN([C@H](C)CO)C(=O)Cc2cc(NS(=O)(=O)c3ccc(F)cc3)ccc2O[C@H]1CN(C)C(=O)Nc1cccc2ccccc12	1.3	-2.3	-0.1	-1.0	2.4	-5.5	-12.9	0.1
Cc1cc(C)cc(NC(=O)Nc2ccccc2N2CCCCC2)c1	-1.0	0.0	4.7	0.0	-13.7	-1.7	13.2	9.8

In the list so far, these have a CF3 group:
SMILES	CFTR F508del cor	Casp6 inh	E-selectin induc	Xi reactivation	RAD52 anneal inh	INS-1E GSIS act	RAD54 branch	DENV2 CPE
O=C(O)C1=C[C@@H](c2ccc(C(F)(F)F)cc2)C[C@@H](OCCCCO)O1	-1.5	8.4	0.2	0.0	-8.0	-16.6	-0.7	6.2
CS(=O)(=O)N1CC2(C1)[C@@H](c1ccccc1)[C@@H](CO)N2CCC(F)(F)F	0.8	0.1	-0.1	0.0	0.4	9.9	nt	20.5*
CSc1ccccc1C(=O)NC1CCCN(c2ccc(C(F)(F)F)cn2)C1 (centres undefined)	0.0	3.1	0.5	0.1	-14.7	-36.9	-7.4	12.9
C[C@H]1CN([C@@H](C)CO)C(=O)Cc2cc(NC(=O)CCCCCC(=O)Nc3ccccc3N)ccc2O[C@@H]1CN(C)C(=O)Nc1ccc(C(F)(F)F)cc1	-1.7	nt	nt	-0.8	nt	-2.9	-3.4	-1.8

Going on with the list.
SMILES	CFTR F508del cor	Casp6 inh	E-selectin induc	Xi reactivation	RAD52 anneal inh	INS-1E GSIS act	RAD54 branch	DENV2 CPE
COc1cc2c(c(OC)c1OC)C1(CCCCC1)CC2NS(=O)(=O)C(C)C (centres undefined)	0.4	1.9	0.1	0.1	-5.8	nt	nt	-1.7
Cn1c(=O)oc2cc(S(=O)(=O)NCc3ccco3)ccc21	2.2	0.6	nt	-0.1	-2.3	nt	3.1	2.7
CCOC(=O)c1c(NC(=O)CSC(=S)N(C)C)sc(C)c1C	nt	-0.7	nt	0.2	-9.1	-7.8	nt	3.9
CC1CCCN(S(=O)(=O)c2ccc3c(c2)c(=O)nc2ccc(Cl)cn23)C1 (centres undefined)	1.6	10.1	nt	0.0	-30.5	5.7	-2.8	?
CCN1CCCC1CNC(=O)CS(=O)(=O)Cc1nc(-c2ccccc2C)oc1C (centres undefined)	-2.0	-5.3	nt	0.1	-8.9	nt	-11.3	6.2
Cc1cnc(C(=O)NC2CC(C)(C)Cc3c2cnn3-c2ccccc2)cn1 (centres undefined)	-0.7	-1.5	-0.2	0.0	-6.4	-18.9	-8.1	2.4
CCn1nc(C)c(CN2CCC(C(=O)Nc3cccc(-c4cccc(Cl)c4)c3)CC2)c1C	-1.0	-2.6	nt	0.0	26.4	nt	-1.9	-1.1
COc1ccc(CCc2ccnc3ccccc23)cc1	1.5	-1.5	-2.4	0.1	0.5	-25.6	nt	0.1
CCC(=O)N(C)C[C@H]1Oc2ncc(Br)cc2C(=O)N([C@H](C)CO)C[C@@H]1C	-2.8	-3.4	-0.2	0.0	0.9	9.5	2.8	8.7
CCCCCCN1C[C@@H](n2cc(C3CC3)nn2)[C@H](O)C[C@@H]1c1ccccc1	2.8	3.3	0.0	0.0	-5.2	-4.2	-13.8	5.3
NC(=O)C1(N2CCCCC2)CCN(C(=O)c2cc(COc3c(F)cccc3F)on2)CC1	-5.0	0.2	-0.1	0.1	-14.6	nt	6.7	?
